From PubChem
HTRA1 inhibitor: inhibitors of human serine peptidase HTRA1; Q92743; recombinant HTRA1, FP-rhodamine activity-based probe, fluorescence polarization; inhibition, % at 5.96 µM; 340,000 compounds, 0.5% hits; AID 504803; in the data active means inhibition above about 36%;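 further: 0% = enzyme with DMSO and 100% = wells lacking enzyme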
TCR CD3 inh: inhibitors of human TCR-CD3 interaction | inhibition, % at 9.4 µM | TAMRA-labeled TCR probe fluorescence, biochemical | 360,000 compounds, 0.37% hits; in the data active means inhibition above about 19%;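 further: recombinant mutant TCR 2C K166C tagged with TAMRA read by polarization; 0% = receptor in buffer alone and 100% = receptor with positive control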
PRMT1 FP inh: blocks human protein arginine methyltransferase 1 | Q99873 | recombinant PRMT1, activity-based probe fluorescence polarization | inhibition, % at 2.79 µM | 370,000 compounds, 1.3% hits;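 active means inhibition above about 21% made by adding two undisclosed values, limit read from the data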
PG9 Ab binder: binds the HIV-1 gp120 antibody PG9. TR-FRET gp120-PG9 antibody binding. inhibition, % at 6.7 µM. 360,000 compounds, 0.43% hits. AID 624416; in the data active means inhibition above about 8.5%
rCAG RNA binder: binds r(CAG) RNA repeats; 370,000 compounds, 1.3% hits; r(CAG) RNA repeat, TO-PRO-1 dye displacement fluorescence; inhibition, % at 3 µM;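 active means inhibition above the plate cutoff, the mean of all test compounds on that plate plus 3 SD, cut at about 35% in these data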;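 further: 0% = DMSO alone and 100% = 100 µM mitoxantrone as full dye displacement; higher means more dye released from RNA so lower well fluorescence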
SIAE primary: blocks human sialic acid acetylesterase; 370,000 compounds, 0.69% hits; AID 1053197; SIAE FP-Rh probe binding, fluorescence polarization; inhibition, % at 9.66 µM; Q9HAT2;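 active means inhibition above a cutoff: mean of compounds within the control limits plus 3 SD of those, cut at about 17% in these data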;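 further: 0% = plate median of compound wells and 100% = probe without SIAE protein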
Target sequence (Q9HAT2 whole entry, looked up): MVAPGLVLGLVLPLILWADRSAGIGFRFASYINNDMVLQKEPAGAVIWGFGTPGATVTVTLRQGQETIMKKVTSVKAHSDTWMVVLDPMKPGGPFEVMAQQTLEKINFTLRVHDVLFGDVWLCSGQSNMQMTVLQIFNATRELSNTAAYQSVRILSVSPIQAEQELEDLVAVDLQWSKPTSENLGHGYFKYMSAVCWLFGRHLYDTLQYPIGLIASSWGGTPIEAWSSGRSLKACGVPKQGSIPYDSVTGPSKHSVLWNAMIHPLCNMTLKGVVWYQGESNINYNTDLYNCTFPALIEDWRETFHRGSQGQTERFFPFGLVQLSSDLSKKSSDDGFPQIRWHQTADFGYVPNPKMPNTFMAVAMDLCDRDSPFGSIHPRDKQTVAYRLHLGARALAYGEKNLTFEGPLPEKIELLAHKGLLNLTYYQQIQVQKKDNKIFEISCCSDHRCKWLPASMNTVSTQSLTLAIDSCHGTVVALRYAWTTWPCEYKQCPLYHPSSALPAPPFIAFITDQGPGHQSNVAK
ABHD4 inh: ABHD4 (mouse) inhibition, primary FP screen; Q8VD66; purified mABHD4, FP-Rh probe fluorescence polarization; inhibition, % at 8.92 µM; 370,000 compounds, 0.54% hits;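 active means inhibition exceeding the mean over every tested compound plus 3 SD, cut at about 30% in these data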;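 further: 0% = plate median of compound wells and 100% = S159A mutant with DMSO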
Target sequence (Q8VD66 whole entry, looked up): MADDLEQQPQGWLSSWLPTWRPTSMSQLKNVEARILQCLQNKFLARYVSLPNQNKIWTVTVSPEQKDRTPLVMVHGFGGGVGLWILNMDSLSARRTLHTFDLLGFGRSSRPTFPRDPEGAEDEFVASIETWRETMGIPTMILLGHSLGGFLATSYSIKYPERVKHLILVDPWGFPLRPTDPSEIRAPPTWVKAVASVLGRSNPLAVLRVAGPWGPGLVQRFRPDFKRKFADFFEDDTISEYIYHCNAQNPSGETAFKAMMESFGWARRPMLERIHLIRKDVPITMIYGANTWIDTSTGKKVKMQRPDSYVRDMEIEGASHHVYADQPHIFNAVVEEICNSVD
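Test system: mABHD4 protein | Buffer or medium: HEPES pH 7.0 buffer, 150 mM NaCl, 0.01% Pluronic F-127 | Probe or stimulus: FP-Rh fluorescent activity-based probe, added after compound pre-incubation | Timing: Pre-incubation 45 min, probe exposure 60 min, at 25 °C | Technique: Fluorescence polarization, excitation 525 nm, emission 598 nm, BODIPY TMR filters | Repeats: Single well per compound (singlicate)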
TDP2 absorb: TDP2 (human) inhibition, absorbance primary screen. inhibition, % at 12.8 µM. recombinant TDP2, T5PNP hydrolysis, p-nitrophenol absorbance 415 nm. 370,000 compounds, 0.34% hits. O95551;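 active means inhibition above the mean of all tested compounds plus 3 SD, set per campaign, cut at about 25% in these data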;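 further: 0% = DMSO with enzyme and 100% = buffer with substrate but no TDP2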
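System: recombinant human TDP2 / Amount: 120 nM TDP2 per well / Also added: 5 mM T5PNP chromogenic substrate / Doses: 12.8 µM single point, 1% DMSO / Incubation: 2 h at 37 °C / Detection: p-Nitrophenol epi absorbance / Evaluation: % inhibition relative to enzyme-containing and enzyme-free wells / Repeats: singlicate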
Rev-erbA mod: modulates human Rev-erb alpha binding to DNA | P20393 | Rev-erbα–FITC-DNA binding, fluorescence polarization, 90 min | activity, % at 10 µM | 370,000 compounds, 0.79% hits;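 active means activity above about 14%, limit read from the data; passing the limit was not always enough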;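 further: 0% = DMSO wells with 35 nM protein and 100% = DMSO wells with 750 nM protein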
LEDGF integ inh: blocks HIV-1 LEDGF/p75-dependent DNA integration; 370,000 compounds, 0.64% hits; TR-FRET IN-LEDGF/p75 DNA integration, Eu/Cy5; inhibition, % at 3.7 µM; AID 743269;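 active means inhibition above the screen-wide mean plus 3 SD, cut at about 13% in these data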;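 further: signal is the Cy5 over europium emission ratio at 671 and 618 nm; 0% = plate median of compound wells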
The depositor's hits bear a star; · = no result given; & = joins results of further samples. A portion of the library; the hit share may differ from the screen's.

SMILES	rCAG RNA binder	HTRA1 inhibitor	TCR CD3 inh	ABHD4 inh	SIAE primary	LEDGF integ inh	TDP2 absorb	Rev-erbA mod	PG9 Ab binder	PRMT1 FP inh
O=Cc1c(C(=O)O)n(Cc2ccc(Cl)cc2)c2ccccc12	20	-27	-9	-2	-4	0	7	-6	0.3	-8
CCC(=NCCCN(CC)CC)c1c(O)n(C2CCCCC2)c(=O)[nH]c1=O	1	-3	3	-4	-2	-1	-5	-2	-1.2	6
CC12CCC(=O)C=C1CC(N1CC1)C1C2CCC2(C)C(O)CCC12 (stereo not given)	2	2	5	1	6	-1	5	-4	-1.1	-1
CN1C(=O)CCS(=O)(=O)C1c1ccc(Cl)cc1 (stereo not given)	0	·	·	3	5	2	-1	-1&-1	·	-2
CCc1cc2c(N3CCN(C)CC3)ncnc2s1	-1	-1	3	2	2	1	2	6	-0.5	-1
Oc1cccc(/C=N/NP(=S)(c2ccccc2)c2ccccc2)c1	6	-31	-5	-25	4	1	0	0	3.2	2
CCOC(=O)[C@]12Cc3ccccc3[C@H]1N(C(C)C)C(=O)c1ccccc12	2	·	5	-6	-6	6	-13	-2	1.4	-3
CCCCCCN1CCN(c2ccccc2Cl)CC1	-8	9	7	5	5	3	-1	3	-2.9	-3
COC(=O)C1=C(c2cccc(OCc3ccccc3)c2)C[C@@H]2CC[C@H]1N2C(=O)NCCN1CCOCC1	-6	1	7	5	2	2	-13	0	0.5	-1
Cc1ccc2c(c1)C1CN(C)CCC1N2C(=O)c1cccs1 (stereo not given)	-5	0	-9	-1	-1	0	-13	-1	-0.9	3
O=C1CCC2(O)C3Cc4ccc(O)c5c4C2(CCN3Cc2ccoc2)C1O5 (stereo not given)	5	3	5	7	3	2	-10	-1	-0.8	-4
CCN(CC)CCN=C(C)c1c(O)n(-c2ccccc2OC)c(=O)[nH]c1=O	4	-8	4	1	13	-1	-5	1	-0.1	-1
Cc1ccc(-n2c(O)c(C=Nc3ccc(Br)cn3)c(=O)[nH]c2=O)cc1	0	1	-4	-5	2	3	-4	0	0.1	2
NP(=O)(Oc1ccc(Cl)cc1)Oc1ccc(Cl)cc1	-4	8	-3	-4	4	-2	-4	6	0.7	2
O=[N+]([O-])c1cccc2c([As](=O)(O)O)cccc12	2	-1	2	3	-3	-2	4	3	-2.2	2
Cc1ncoc1C(=O)NCC1=C(c2cccc3ccccc23)C[C@@H]2CC[C@H]1N2Cc1ccco1	1	-1	-2	-11	-4	1	-6	1	1.3	8
CCOC(=O)[C@]12Cc3cc(Cl)ccc3[C@H]1N(C(C)C)C(=O)c1ccccc12	-1	·	0	0	-4	-3	-8	-1	0.8	-2
CCNC(=O)NC(=O)C(C)OC(=O)c1c(C)nn(Cc2ccccc2Cl)c1Cl (stereo not given)	-7	16	4	-6	4	-2	5	-1	-0.4	-3
c1ccc(-c2nnc(C3CC(c4cccnc4)=NO3)o2)cc1 (stereo not given)	-4	-5	-4	-2	-1	-3	-7	-3	1.2	3
S=P(Nn1cnnc1)(c1ccc(Br)cc1)c1ccc(Br)cc1	2	-22	-6	-3	2	-2	3	0	0.7	1
CC1(C)CC(=O)C(C=NCCN2CCN(C(=O)Cc3ccccc3)CC2)=C(O)C1	-8	2	-4	3	4	1	5	-2	0.0	4
O=C(COc1ccc2ccc(=O)oc2c1)N1CCC(C(=O)O)(c2ccccc2)CC1	6	1	-3	1	-6	-2	-3	-3	1.8	2
Cc1nn(Cc2ccccc2)c(C)c1C=C1C(=O)NC(=O)NC1=O	4	4	6	2	-3	3	9	3	-0.8	19
CSc1ccc(C(=O)C2CCCN(Cc3cccnc3)C2)cc1 (stereo not given)	-5	1	1	4	0	-4	-5	-3	-1.9	2
O=c1[nH]c(=S)n(-c2cccc(Cl)c2)c(O)c1C=NCCN1CCNCC1	12	2	-8	6	-9	-1	-4	3	-1.6	6

Next compounds follow:
SMILES	rCAG RNA binder	HTRA1 inhibitor	TCR CD3 inh	ABHD4 inh	SIAE primary	LEDGF integ inh	TDP2 absorb	Rev-erbA mod	PG9 Ab binder	PRMT1 FP inh
O=[N+]([O-])c1ccc(N2CCCCCC2)c2ncccc12	9	-11	6	1	6	-1	-5	17	-4.5	2
O=C(Cn1c2c(c(-c3ccccc3Cl)cc1=O)CCC2)N1CCC2(CC1)OCCO2	-4	2	6	4	2	2	8	2	0.2	-1
CN(C)CCN=Cc1c(O)n(Cc2ccco2)c(=O)[nH]c1=O	-1	-2	-5	-1	-1	-1	-4	1	0.1	-1
COC(=O)C1=C(c2cccc(OC)c2OC)C[C@@H]2CC[C@H]1N2C(=O)NCCO	-3	0	12	1	1	-2	5	2	1.6	-2
COc1ccc(C[C@@H]2c3cc(O)c(OC)cc3CCN2C)cc1O	0	1	6	3	9	0	14	-3	-3.6	-1
Cc1ccc(Cl)cc1-n1c(O)c(C=NCCCN2CCOCC2)c(=O)[nH]c1=O	1	4	2	6	2	-1	-2	-5	-1.2	1
COC(=O)C1=C(c2ccc(C(C)=O)cc2)C[C@@H]2CC[C@H]1N2C(=O)NC1CC1	-1	1	-6	0	13	3	3	0	1.9	-2
FC(F)(F)c1ccccc1CN1CCN(Cc2ccccc2)CC1	-12	-7	-5	11	-5	0	4	-1	0.4	2
Cc1ccc(N2C(=O)NC(=O)/C(=C/c3ccc(OC(=O)c4cccs4)cc3)C2=O)cc1	2	22	-5	0	-6	-2	-5	-7	1.4	10
N#Cc1cc2c(nc1SCC(=O)Nc1cc(Cl)cc(Cl)c1)C1CCN2CC1	-3	-3	0	5	-2	1	2	0	0.1	0
CCN(CC)c1ccc(CN(C)CCc2ccc(OC)c(OC)c2)cc1	-3	2	7	2	6	2	5	4	-2.2	1
ClCCN1CCSCC1	-1	0	3	5	5	-3	7	1	1.1	4
CC(=O)N1CC(=O)Nc2ccc(F)cc2C1c1ccccc1 (stereo not given)	0	-5	3	-6	-8	-1	5	3	-0.6	-2
COc1cc(C(=O)N2Cc3ccccc3-n3nncc3C2)cc(OC)c1OC	0	-3	3	3	0	4	-7	-5	1.0	-6
Cc1c(C(=O)N2CCC3(CC2)OCCO3)oc2ccc(S(=O)(=O)N3CCOCC3)cc12	-6	6	-1	2	2	0	1	2	-1.1	-1
COc1cc(N2CCOCC2)ccc1/C=C1\C(=O)NC(=O)N(C2CCCCC2)C1=O	5	-20	-69	-83	-10	0	2	0	1.6	26*
COc1ccc2[nH]c(C)c(CCNCc3cc(OC)c(OC)c(OC)c3)c2c1	-2	3	6	12	4	-4	14	-3	-1.1	3
O=[N+]([O-])c1cccc(C2N3CCCN23)c1 (stereo not given)	-2	8	1	5	-5	-5	13	-1	0.8	1
CCOC(=O)[C@]12Cc3cc(C)ccc3[C@H]1N(CCC(=O)OC)C(=O)c1ccccc12	1	·	8	1	-4	3	-3	2	-0.3	-4
CCN(CC)CCCN=Cc1c(O)n(CCc2ccc(F)cc2)c(=O)[nH]c1=O	2	-5	-1	-2	4	0	-2	3	0.4	0
CC(C)OC(=O)Nc1ccc(N=C(N)N[N+](=O)[O-])cc1	-3	1	-6	5	7	-2	0	6	-0.3	5
Cc1cccc(N2C(=O)NC(=O)/C(=C\c3cccn3-c3ccc(Cl)cc3)C2=O)c1	15	8	-7	-19	-28	1	12	-2	0.7	12
CC(C)CC(=O)NC(Oc1ccc(Cl)cc1)C(Cl)(Cl)Cl (stereo not given)	-1	-17	-2	-7	-7	-1	0	-6	-1.9	1
CCCCn1c(=O)c(C(=O)NCc2ccccc2)c(O)c2ccccc21	-1	-5	-1	0	0	-2	5	3	3.0	4
CCCCCCC(Cl)(Cn1ccnc1)c1ccccc1 (stereo not given)	-6	-5	-5	-4	-3	7	-8	5	-2.0	-2

Continued.
SMILES	rCAG RNA binder	HTRA1 inhibitor	TCR CD3 inh	ABHD4 inh	SIAE primary	LEDGF integ inh	TDP2 absorb	Rev-erbA mod	PG9 Ab binder	PRMT1 FP inh
COc1ccccc1CCNC1CCCCCC1	8	10	-2	0	-7	0	4	5	-2.1	1
Cc1nn(Cc2ccccc2)c(Cl)c1C(=O)OCC(=O)N1CCCC1	-4	-10	-4	-7	-6	5	1	0	-1.9	0
Cc1cccnc1-n1c(-c2ccco2)nc2ccccc2c1=O	-2	-3	6	-4	1	0	4	0	-0.3	1
CCC1(c2ccc(N)cc2)CCC(=O)NC1=O (stereo not given)	1	5	3	-3	-3	-2	9	2&1	0.2	-2
Nc1c2c(nc3ccccc13)CCN(Cc1ccccc1)C2	-53	2	3	8	-1	-5	5	32*	-0.8	44*
C[C@@H]1C[C@@H]([C@H](O)CC2CC(=O)NC(=O)C2)C(=O)[C@@H](C)C1	0	3	-10	-3	0	-2	2	1&7	1.9	4
COc1ccc(NC(=S)NC(NC(=O)CF)C(Cl)(Cl)Cl)c([N+](=O)[O-])c1 (stereo not given)	-3	2	-1	8	0	1	-2	7	0.6	0
Cc1cc(N(CCCl)CCCl)ccc1/C=N/NC(=O)c1ccco1	1	-4	-7	-3	5	0	4	-4	0.2	2
